Pol iota inh: qHTS for Inhibitors of Polymerase Iota | DNA polymerase iota (Homo sapiens), Q9UNA4 | Pol iota fluorescent replication assay, 10 min | Potency, µM (top dose mostly 115 µM), without a hit: at the top dose activity, negative = inhibition, most hits filed as inhibitors | 390,000 tested, 1% active | AID 588590, 2011; further: potency means the concentration at half of the fitted maximal effect
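Pol iota at 10 nM preincubated 15 min with compounds at room temperature; reaction started with fluorescent substrate, 50 nM final. Fluorescence read kinetically at 0 and 10 min; buffer-only wells as negative control.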
TRHR ag: qHTS for Small Molecule Agonists and Allosteric Enhancers of Human TRH Receptor: Primary Screen for Agonists | activation, % at 2 µM | AID 493084, 2011 | 360,000 tested, 0.18% active | Thyrotropin-releasing hormone receptor (Homo sapiens), P34981 | TRHR cells, calcium flux fluo-8, FDSS agonist mode; in the data active means activation above about 30%; further: 0% is about no effect
Target sequence (P34981 whole entry, looked up): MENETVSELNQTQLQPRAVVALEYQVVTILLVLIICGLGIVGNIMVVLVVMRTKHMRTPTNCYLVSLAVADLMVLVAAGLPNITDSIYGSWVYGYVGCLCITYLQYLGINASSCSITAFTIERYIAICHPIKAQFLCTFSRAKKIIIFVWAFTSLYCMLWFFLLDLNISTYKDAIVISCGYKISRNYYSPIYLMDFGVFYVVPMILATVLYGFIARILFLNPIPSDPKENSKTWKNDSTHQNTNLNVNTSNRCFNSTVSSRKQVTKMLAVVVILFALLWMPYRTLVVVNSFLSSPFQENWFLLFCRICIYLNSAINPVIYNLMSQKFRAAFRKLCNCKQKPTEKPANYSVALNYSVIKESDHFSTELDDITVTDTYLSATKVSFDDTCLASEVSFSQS
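TRHR-expressing cells, plated overnight in medium with 10% serum, were loaded with fluo-8 calcium dye at room temperature. After a 10 s baseline, library compound was pin-added and calcium release was recorded kinetically (ex 480/em 530) as agonist response.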
BLM helicase inh: qHTS Assay for Inhibitors of Bloom's syndrome helicase (BLM) | 350,000 tested, 0.2% active | recombinant BLM DNA unwinding, fluorescence dequenching | Potency, µM (top dose mostly 56.1 µM), for inactives: at the highest dose activity change, negative = inhibition, actives largely listed as inhibitors;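 further: potency means the concentration at half of the fitted maximal effect; plate controls were vehicle for no effect and no enzyme for full effect; nearly all actives have a fitted effect of over 35% in size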
POLB inh: qHTS Assay for Inhibitors of DNA Polymerase Beta | P06746 | Pol beta primer extension/strand displacement, fluorescence kinetic | Potency, µM (highest dose often 114 µM), without a hit: at the top dose activity change, negative = inhibition, hits mostly inhibitors | 340,000 tested, 1.3% active; further: potency means the concentration at half of the fitted maximal effect; on the % scale 0 is the no-effect control and ±100 the full control effect
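10 nM enzyme + cpd, 15 min RT; start with substrate 50 nM final; read 0 min and after 10 min RT. Corrected, normalized data; 4-parameter Hill curve fit.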
12-LOX inh: Primary qHTS assay for inhibitors of human arachidonate 12S-lipoxygenase (ALOX12): Round 2; Polyunsaturated fatty acid lipoxygenase ALOX12 (Homo sapiens), P18054; AID 1671190, 2021; Potency, µM (series often up to 108 µM), for inactives: at the highest dose activity change, negative = inhibition, hits mostly inhibitors; purified 12hLO, xylenol orange hydroperoxide absorbance; 580,000 tested, 1.1% active; further: potency means the concentration at half of the fitted maximal effect; on the % scale 0 is the no-effect control and ±100 the full control effect
Target sequence (P18054 whole entry, looked up): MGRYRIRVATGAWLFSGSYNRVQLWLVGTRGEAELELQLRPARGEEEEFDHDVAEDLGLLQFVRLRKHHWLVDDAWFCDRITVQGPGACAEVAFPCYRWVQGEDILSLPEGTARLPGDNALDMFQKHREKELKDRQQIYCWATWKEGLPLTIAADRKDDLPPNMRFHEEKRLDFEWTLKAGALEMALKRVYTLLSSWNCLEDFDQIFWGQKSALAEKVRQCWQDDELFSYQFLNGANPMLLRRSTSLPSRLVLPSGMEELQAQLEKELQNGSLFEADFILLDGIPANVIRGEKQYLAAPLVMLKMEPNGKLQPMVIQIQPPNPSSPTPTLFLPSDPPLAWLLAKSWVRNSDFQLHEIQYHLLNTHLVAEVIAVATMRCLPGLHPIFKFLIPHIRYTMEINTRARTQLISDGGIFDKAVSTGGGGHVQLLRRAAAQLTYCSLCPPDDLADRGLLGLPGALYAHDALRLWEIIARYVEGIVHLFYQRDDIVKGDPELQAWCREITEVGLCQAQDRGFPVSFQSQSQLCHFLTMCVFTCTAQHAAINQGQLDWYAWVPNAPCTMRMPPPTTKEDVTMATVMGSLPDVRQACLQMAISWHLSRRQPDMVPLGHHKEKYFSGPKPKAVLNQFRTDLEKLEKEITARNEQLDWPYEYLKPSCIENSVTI
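Hydroperoxide product was detected by ferrous iron/xylenol orange as the 573 to 405 nm absorbance ratio. Arachidonic acid at 40 uM (final) was turned over for 30 min at room temperature by 150 nM human 12hLO, pH 7.0 Hepes buffer, after 15 min compound preincubation.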
ERG-DNA inh: qHTS for Small Molecule Inhibitors of the ERG Ets/DNA interaction; fluorescence polarization, His-ERG Ets domain / labelled DNA; Transcriptional regulator ERG (Homo sapiens), P11308; 370,000 tested, 0.028% active; Potency, µM (series often up to 76.9 µM), for inactives: top-dose FP activity, negative = inhibition, most hits filed as inhibitors; active means well fitted inhibition curve with a large enough effect in the polarisation, with a control signal flat; inconclusive means small, poorly fitted or top-dose-only effect, or effect the other way, or a change in a side signal; inactive means no such curve, though single readings can be large or run the other way; the % refers to the polarisation;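 further: polarization taken with two DNA probes labelled with fluorescein and Texas red; potency means the concentration at half of the fitted maximal effect; % of control where 0% means no effect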
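His-tagged ERG Ets domain (1 uM in the protein solution; 300mM KCl, 50mM Tris-HCl, 1mM EDTA, 1mM DTT, pH 7.5) received compound, then a probe mix of 5 nM fluorescein-DNA and 100nM Texas-615-DNA. Fluorescence polarization was read for both dyes.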
APE1 inh: qHTS Assay for Inhibitors of the Human Apurinic/apyrimidinic Endonuclease 1 (APE1); DNA repair nuclease/redox regulator APEX1 (Homo sapiens), P27695; recombinant APE1, TAMRA/BHQ-2 abasic DNA cleavage fluorescence; Potency, µM (top dose mostly 65.8 µM), for inactives: at the top dose activity change, negative = inhibition, hits mostly inhibitors; 350,000 tested, 0.35% active; AID 2517, 2012;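 further: potency means the concentration at half of the fitted maximal effect; plate controls were vehicle for no effect and reference inhibitor for full effect; nearly all actives have a fitted effect of over 55% in size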
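Measures dequenching upon AP-site incision of a 5'-TAMRA/3'-BHQ-2 THF-containing duplex, 50 nM; human APE1 0.75 nM after 15 min room-temperature exposure to compound; kinetic three-point read at one-minute spacing.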
Pol kappa inh: qHTS for Inhibitors of Polymerase Kappa. purified Pol kappa, fluorescent DNA synthesis assay, 10 min. Potency, µM (doses to about 107 µM), inactives show at the top dose activity, negative = inhibition, hits mostly inhibitors. 400,000 tested, 0.53% active; further: potency means the concentration at half of the fitted maximal effect; on the % scale 0 is the no-effect control and ±100 the full control effect
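Enzyme at 10 nM met test compounds for 15 min at room temperature. Substrate addition (50 nM final) began the reaction, which was monitored by fluorescence at 0 and 10 min.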
Anesthetic bind: qHTS Assay for Identification of Novel General Anesthetics | apoferritin/1-aminoanthracene competitive binding, fluorescence | Ferritin light chain (Equus caballus), P02791 | Potency, µM (series often up to 77.5 µM), for inactives: at the highest dose activity change, negative = displacement, actives largely listed as inhibitors | 350,000 tested, 0.074% active | AID 485281, 2010; further: potency means the concentration at half of the fitted maximal effect; on the % scale 0 is the no-effect control and ±100 the full control effect; nearly all actives have a fitted effect of over 20% in size
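In PBS, apoferritin at 10 uM is loaded with 1-AMA from a 50% saturated solution. After 10 min of compound exposure at ambient temperature, reduced 535 nm fluorescence indicates probe displacement.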
Starred values were filed as active, the others as inactive; ? = inconclusive; / = not tested or not shown; & = joins results of further samples; [ ] = another dose, or the depositor's remark. Unless noted, the call rests on the fitted dose curve; in most records, active means well fitted curve in the direction sought with a large enough effect; inconclusive means small, poorly fitted or top-dose-only effect, or another doubt; inactive means no such curve, though single readings can be large; an effect the other way counts as inactive or inconclusive. Some of the compounds tested; count on the stated rates, not on these rows.

SMILES	Pol iota inh	TRHR ag	BLM helicase inh	POLB inh	12-LOX inh	ERG-DNA inh	APE1 inh	Pol kappa inh	Anesthetic bind
COc1ccc(Cl)cc1NS(=O)(=O)c1cccc(C(=O)NCC(c2ccco2)N2CCCC2)c1 (stereo not given)	-2%	1.3	/	/	-8%	3%	-3%	-18%	/
O=C(CCCC1=NS(=O)(=O)c2ccccc2N1)NCCc1ccc(Cl)cc1	47%[activator]	-0.9	-1%	21%	-26%	1%	19%	-12%	-6%
CN1CCN(S(=O)(=O)c2cccc(C(=O)Nc3ccccc3N3CCCCC3)c2)CC1	30%	-0.4	/	/	6%	-14%	4%	-4%	/
COc1ccc2cc(CN(Cc3ccco3)C(=S)NCC3CCCO3)c(=O)[nH]c2c1 (stereo not given)	50%[activator]	-0.9	-6%	5%	-12%	1%	20%	0%	-8%
COc1ccc(C(=O)OCC(=O)N(C)C2CCS(=O)(=O)C2)cc1S(=O)(=O)N(C)Cc1ccccc1 (stereo not given)	7%	0.5	/	/	9%	10%	12%	-2%	/
Cc1cccc(Sc2c(C=O)c3ccccc3n2C)c1	13%	-0.8	-6%	3%	4%	2%	-1%	-9%	-12%
O=C(Nc1ccccc1C(=O)O)/C(=C/c1ccc([N+](=O)[O-])cc1)NC(=O)c1ccc(Br)o1	-18%	0.9	-20%	28µM*	0%	6%	?	-29%	?
COc1cccc(CN(CC2CCCO2)S(=O)(=O)c2ccc(-n3cnnn3)c(OC)c2)c1 (stereo not given)	61%[activator]	-0.7	0%	0%	-2%	0%	6%	-1%	-16%
O=C(c1ccc(F)cc1)C1CCN(C(=O)NC2CCCCC2)CC1	12%	-0.6	0%	?	-2%	-2%	-5%	1%	-20%
CCOCCCNC(=S)N(Cc1ccco1)Cc1cc2cc3c(cc2[nH]c1=O)OCCO3	90%[activator]	-3.0	-5%	7%	3%	7%	1%	0%	-18%
Cc1c(OCC(=O)NCCCn2ccnc2)ccc2c3c(c(=O)oc12)CCC3	18%	-0.1	-7%	-31%	13%	4%	0%	13%	-11%
COc1ccc(N(C)S(=O)(=O)c2cccc3cccnc23)c(OC)c1	10%	0.5	-1%	6%	3%	-1%	-5%	-7%	-19%
COc1ccc(N=CC2=C(O)CC(C)(C)CC2=O)cc1	-17%	0.2	2%	9%	0%	-6%	6%	-5%	-18%
COc1ccc(C)cc1Nc1n[n+](C)c(-c2ccc(O)cc2O)s1	13%	0.2	-1%	7%	9%	3%	-14%	2%	-24%
Cc1ccnc(SCCn2c(N3CCN(C)CC3)nc3c2c(=O)[nH]c(=O)n3C)n1	/	0.6	-1%	-9%	/	/	-1%	/	0%
O=C1C2CCCN2C(=O)N1CCCCN1CCN(c2cccc(C(F)(F)F)c2)CC1 (stereo not given)	-8%	-0.2	-1%	-5%	0%	-3%	8%	-13%	-6%
CCc1ccc(NC(=O)CSc2nnc(CNC(=O)c3ccc(OC)cc3)o2)cc1	3%	-0.9	-5%	-9%	-22%	24%	22%	-4%	-10%
CCOC(=O)c1nnn(-c2nonc2N)c1-c1ccc(OC)cc1	4%	0.3	-1%	-1%	7%	-2%	-1%	-16%	-7%
COc1ccc(-n2nc(C(=O)NCC(=O)Nc3cc(OC)c(OC)c(OC)c3)c3ccccc3c2=O)cc1OC	60%[activator]	0.2	-16%	26%	-13%	1%	-5%	4%	-8%
CC1CCN(S(=O)(=O)c2cccc(-c3cn4cc(Cl)ccc4n3)c2)CC1	-1%	0.0	-8%	4%	0%	-12%	-2%	-22%	-18%

Structural class: those above containing fluorine
SMILES	Pol iota inh	TRHR ag	BLM helicase inh	POLB inh	12-LOX inh	ERG-DNA inh	APE1 inh	Pol kappa inh	Anesthetic bind
O=C(c1ccc(F)cc1)C1CCN(C(=O)NC2CCCCC2)CC1	12%	-0.6	0%	?	-2%	-2%	-5%	1%	-20%
O=C1C2CCCN2C(=O)N1CCCCN1CCN(c2cccc(C(F)(F)F)c2)CC1 (stereo not given)	-8%	-0.2	-1%	-5%	0%	-3%	8%	-13%	-6%

The listing picks up, starting 2 compounds before the break.
SMILES	Pol iota inh	TRHR ag	BLM helicase inh	POLB inh	12-LOX inh	ERG-DNA inh	APE1 inh	Pol kappa inh	Anesthetic bind
COc1ccc(-n2nc(C(=O)NCC(=O)Nc3cc(OC)c(OC)c(OC)c3)c3ccccc3c2=O)cc1OC	60%[activator]	0.2	-16%	26%	-13%	1%	-5%	4%	-8%
CC1CCN(S(=O)(=O)c2cccc(-c3cn4cc(Cl)ccc4n3)c2)CC1	-1%	0.0	-8%	4%	0%	-12%	-2%	-22%	-18%
O=C(CC1SC(N2CCCC2)=NC1=O)Nc1ccc(C(=O)N2CCCC(C(F)(F)F)C2)cc1 (stereo not given)	12%	0.0	/	/	-1%	-5%	29%	-15%	/
CC(NC(=O)/C=C/c1ccccc1[N+](=O)[O-])C1CC2CCC1C2 (stereo not given)	30%[activator]	-0.7	-6%	-9%	-3%	10%	50%	-10%	0%
Cn1c(Cc2cccs2)nnc1SC/C=C/c1ccccc1	8%	-0.2	-9%	3%	141%[activator]	0%	9%	-14%	-13%
COc1ccc(C(=O)Nc2ccc(S(=O)(=O)N3CCCCC3)cc2)cc1	9%	0.8	-6%	18%	-3%	-4%	-2%	-22%	-23%
COC(=O)c1cc(OC)c(OC)cc1NC(=O)Cc1cccs1	50%[activator]	-0.5	110%[activator]	?	0%	-10%	14%	-20%	-11%
COc1ccc(/C=N/N(c2ccccc2)c2ccccc2)cc1O	38%[activator]	0.9	-14%	7%	?	-10%	21%	-3%	60%[activator]
COc1ccc2c(c1)c(C(=O)O)c(C)n2-c1ccccc1	1%	-0.3	-2%	29%	11%&-21%	10%	17%	-15%	7%
Cc1cccc(Nc2nc(N)nc(CSC(=S)N3CCOCC3)n2)c1	-5%	-0.7	-15%	6%[57.1 µM]	10%	-1%	24%	0%	12%
O=C(CN1C(=O)NC2(CCCC2)C1=O)N1CCN(Cc2ccccc2)CC1	52%[activator]	0.5	/	/	-5%	-1%	-2%	1%	/
Cc1ccc(-n2nc3c(c2NC(=O)c2ccco2)CS(=O)(=O)C3)c(C)c1	37%[activator]	0.4	-1%	-2%	?	-3%	-1%	-11%	-2%
COC(=O)CNC(=O)c1ccc(NS(=O)(=O)c2cc([N+](=O)[O-])ccc2Cl)cc1	?	-0.9	-8%	?	-14%	-2%	10%	-49%	-1%
COc1cc(/C=C/[N+](=O)[O-])ccc1OCc1cccc(C(=O)O)c1	?	0.4	?	32µM*	/	-5%	6.3µM*	25µM*	-11%
Clc1ccc(CSc2ncn[nH]2)cc1	-6%	0.0	-1%	0%	0%	-2%	1%	-7%	?
CC(=O)c1sc(NC(=O)C2CCN(c3ncnc4sc(C)c(C)c34)CC2)nc1-c1ccccc1	2%	0.7	/	/	-11%	19%	28%	-16%	/
Cc1nn(C)c(C)c1Nc1ccc(N2C(=O)C3C4C=CC(C4)C3C2=O)cc1[N+](=O)[O-] (stereo not given)	8%	0.1	1%	-13%	0%	2%	8%	15%	?
COc1ccc(S(=O)(=O)Oc2ccccc2C(=S)N2CCOCC2)cc1	/	0.4	0%	91%	?	/	6%	/	-14%
CCOC(=O)Cc1csc(NC(=O)Nc2cccc(Cl)c2)n1	49%[activator]	0.3	-13%	-13%	-2%	-3%	-2%	-1%	-9%
CC1CCN(S(=O)(=O)Cc2ccccc2Cl)CC1	24%	-0.6	-5%	24%	-15%	2%	13%	-3%	?
CC1C(=O)N2CCCc3cc(NC(=O)C(=O)NCCCc4ccccc4)cc1c32 (stereo not given)	4%	-0.3	/	/	-4%	19%	20%	-4%	/
CCOC(=O)c1c(C)sc(-c2c(-c3ccccc3)[nH]c3[nH]c(=O)[nH]c(=O)c23)c1O	-3%	-0.6	-7%	?	?	5%	/	1%	49%[activator]
CC(=O)Nc1ccc(NC(=O)C(C)OC(=O)c2ccc(S(=O)(=O)N3CCCCCC3)cc2)cc1 (stereo not given)	-3%	/	/	/	-11%	-9%	-1%	-11%	/
COC(=O)c1ccc(N=NNc2cccc(Br)c2)cc1	134%[activator]	0.0	-1%	-23%	-20%	-4%	-1%	-3%	-16%
COc1ccc(S(=O)(=O)NN(C)C(=O)c2nn(-c3ccccc3)ccc2=O)cc1	82%[activator]	-0.4	-2%	0%	10%	-11%	-1%	-7%	-7%
Cc1cccc(OCC(=O)N/N=C\c2cn(C)c3ccccc23)c1	45%[activator]	0.3	-13%	-5%	-1%	16%	5%	0%	-2%
CCCCN(C)C(=O)C1CCC(=O)N(c2cc(OC)c(OC)c(OC)c2)C1c1ccc(OC)cc1 (stereo not given)	2%	0.4	-9%	-12%	-9%	0%	6%	0%	-12%
O=C(CN1C(=O)S/C(=C\c2cccs2)C1=O)Nc1ccc(O)c(C(=O)O)c1	8%	0.2	-6%	?	?	3%	43%	-2%	?
CCOC(=O)N1CCN(S(=O)(=O)c2ccc(F)cc2)CC1	-8%	0.0	2%	22%	7%	/	-7%	-9%	-8%
CCOc1ccc(CCNC(=O)CCc2cn(Cc3ccc(F)cc3)c3ccccc23)cc1	2%	1.1	-7%	-17%	-18%	-1%	/	-8%	62%[activator]
COc1ccc(CNCc2ccncc2)c(OC)c1	48%[activator]	0.8	4%	26%	30%	4%	4%	-1%	-5%
